High-throughput results: PubChem BioAssay, several laboratories
CHOP inh – CHOP inhibition in unfolded protein response | CHO-K1 CHOP-promoter luciferase, tunicamycin-induced, 15-18 h | inhibition, % at 10 µM | 220,000 tested, 3.8% active | AID 2732;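 active = compounds that reduced the stress-induced luciferase reporter signal by more than about 70% of percent inhibition, limit read from the data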;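 also: 0% = tunicamycin plus vehicle and 100% = wells without tunicamycin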
NPY2 pot ag – potentiates or activates human NPY-Y2 receptor; activation, % at 3.6 µM; 220,000 tested, 0.45% active; P49146; AID 1359; cells expressing NPY-Y2, potentiator/agonist read-out; in the data active = activation above about 27%;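 also: cells stimulated with NPY near EC25 plus isoproterenol at EC100; 0% = vehicle plus submaximal agonist and 100% = vehicle plus saturating agonist; some results beyond the cut were filed as inactive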
Target sequence (P49146 whole entry, looked up): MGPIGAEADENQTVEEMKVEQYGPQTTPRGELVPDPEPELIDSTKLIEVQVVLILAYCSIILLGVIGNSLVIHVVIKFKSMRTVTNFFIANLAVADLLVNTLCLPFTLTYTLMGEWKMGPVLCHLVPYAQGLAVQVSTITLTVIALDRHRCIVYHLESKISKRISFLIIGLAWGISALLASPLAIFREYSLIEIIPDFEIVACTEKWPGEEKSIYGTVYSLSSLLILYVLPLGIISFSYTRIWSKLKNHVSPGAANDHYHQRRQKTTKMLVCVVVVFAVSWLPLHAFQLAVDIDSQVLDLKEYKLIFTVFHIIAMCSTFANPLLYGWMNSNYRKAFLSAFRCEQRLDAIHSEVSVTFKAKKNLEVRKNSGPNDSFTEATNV
NPY-Y1 antag – NPY-Y1 (human) receptor antagonism; P25929; HEK293-CNG Y1 cells, membrane potential fluorescence; NPY at EC95, then isoproterenol; inhibition, % at 3.6 µM; 200,000 tested, 1% active; AID 1040;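 active = inhibition above the campaign mean inhibition of all tested compounds plus 3 SD, cut at about 20% in these data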;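 also: 0% = DMSO wells given NPY plus isoproterenol and 100% = isoproterenol alone without NPY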
Target sequence (P25929 whole entry, looked up): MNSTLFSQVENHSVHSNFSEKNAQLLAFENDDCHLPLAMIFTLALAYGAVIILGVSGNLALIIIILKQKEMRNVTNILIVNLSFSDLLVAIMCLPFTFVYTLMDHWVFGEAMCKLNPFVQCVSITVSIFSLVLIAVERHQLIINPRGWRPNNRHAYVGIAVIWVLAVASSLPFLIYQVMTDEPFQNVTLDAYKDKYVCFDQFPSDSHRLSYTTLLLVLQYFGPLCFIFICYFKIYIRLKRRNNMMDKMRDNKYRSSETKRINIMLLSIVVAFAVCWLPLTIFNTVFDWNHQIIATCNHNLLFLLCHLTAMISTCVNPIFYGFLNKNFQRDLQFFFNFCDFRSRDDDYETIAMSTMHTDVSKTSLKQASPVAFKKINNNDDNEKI
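Material: HEK293 Y1/CNG channel cell line; also added: NPY (25 nM), isoproterenol (1 µM), Ro 20-1724 (25 µM); doses: one concentration, 3.6 µM, in 0.4% DMSO; schedule: compound incubation 1 h at room temperature, readout 45 min post-stimulation; technique: membrane potential fluorescence; measure: fluorescence ratio normalized to % inhibition between controls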
zfTRPN1 agonist – zebrafish TRPN1 (NompC) channel agonism; HEK293 zebrafish TRPN1-YFP, Fluo-8 calcium fluorescence; 100% = response to 87 µM carbachol; AID 1424; activation, % at 3 µM; 220,000 tested, 0.18% active;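 active = activation above its plate's cutoff, the mean activation of test wells on that plate plus 3 SD, cut at about 19% in these data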;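 also: 0% = DMSO alone and 100% = 87 µM carbachol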
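Assay system: Zebrafish TRPN1-YFP in HEK293 cells | Incubation: Dye loading 1 h at 37 °C, then 30 min room temperature | Measured by: Kinetic Fluo-8 fluorescence, ex 470-495, em 515-575 nm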
NPY1 pot ag – human NPY-Y1 potentiation or agonism, primary screen; NPY-Y1 expressing cells, potentiator/agonist activation; activation, % at 3.6 µM; 220,000 tested, 0.37% active; AID 1304; in the data active = activation above about 33%, passing the limit was not always enough;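 also: cells stimulated with NPY at EC10 then isoproterenol at EC100; 0% = low agonist plus stimulus and 100% = saturating agonist plus stimulus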
S1P4 agonist – human S1P4 receptor agonism; AID 1509; 220,000 tested, 0.35% active; activation, % at 4.98 µM; S1P4-expressing cell line, agonist reporter assay; in the data active = activation above about 11%;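 also: 0% = DMSO vehicle and 100% = reference agonist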
S1P4 antagonist – antagonists of human S1P4 receptor; S1P4-expressing cells, antagonist mode, reporter read-out; inhibition, % at 4.98 µM; 220,000 tested, 0.26% active; AID 1510; in the data active = inhibition above about 29%;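 also: 0% = wells stimulated with agonist and 100% = vehicle wells without agonist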
TRPML3 agonist – agonists of human TRPML3 channel; activation, % at 3 µM; HEK293 TRPML3-YFP, Fluo-8 calcium fluorescence; 100% = the carbachol control signal; 220,000 tested, 0.29% active;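 active = activation above its plate's cutoff, the mean activation of the plate's test wells plus 3 SD, cut at about 12% in these data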;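 also: 0% = DMSO only wells and 100% = carbachol wells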
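Test system: TRPML3-YFP stable HEK293 cells. Doses: single point at 3 µM. Incubation: dye loading 1 h 37 °C then 30 min ambient, 125 s read. Signal: Fluo-8 calcium dye fluorescence, ex 470-495, em 515-575 nm. Measure: percent activation from peak-to-basal fluorescence ratio, scaled between DMSO and carbachol.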
EP2 mod – modulates human prostaglandin E2 receptor EP2 signaling; EP2-expressing cells, cAMP HTRF FRET, PGE2 co-stimulation; induction, % at 25 µM; 260,000 tested, 0.83% active; AID 940;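 active = compounds whose cAMP rise, as percent of the full-agonist control response, exceeds 60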;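 also: rat C6 glioma line stably carrying human EP2 under a CMV promoter; the protocol text gives 20 µM as final concentration; 100% = response of wells given 1 µM PGE2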
An asterisk follows results filed as active; . = not tested or not shown; + = active, no number; & = joins results of further samples.

mol	CHOP inh	NPY2 pot ag	NPY-Y1 antag	zfTRPN1 agonist	NPY1 pot ag	S1P4 agonist	S1P4 antagonist	TRPML3 agonist	EP2 mod
Cc1ccc(S(=O)(=O)NC(Cc2cnc[nH]2)C(=O)O)cc1 (configuration not stated)	23	14	4	0.4	35	1.1	-21	0.8	22
COc1cccc(C2(O)CCN(Cc3ccncc3)CC2)c1	-11	-9	1	1.2	8	0.5	6	0.9	19
CCOC(=O)c1cncn1C(C)c1ccccc1 (configuration not stated)	12	2	-3	-0.8	-2	-2.5	15	0.6	12
Cc1ccnc(-n2c(C)cc(C=C3C(=O)N(C)C(=S)N(C)C3=O)c2C)c1	8	-9	-11	1.3	9	-0.9	-11	0.5	-20
Cc1ccc(N)c(C(=O)c2ccc(Br)cc2)c1	42	5	-1	-1.9	13	0.5	-10	-1.1	49
O=c1c2cc(Cl)cc(Cl)c2nc(CN2CCOCC2)n1-c1ccccc1F	55	-9	2	1.6	-7	-1.0	4	0.7	7
O=c1c2ccccc2nc(CN2CCOCC2)n1-c1ccccc1F	3	13	-5	-0.1	11	3.4	-9	-0.1	13
CCOc1cc(C2NCc3ccccc3-n3cccc32)ccc1O (configuration not stated)	-18	0	22*	2.2	-16	3.2	-2	1.2	-21
CN1/C(=C\C=C\C2=[N+](C)c3ccc4ccccc4c3C2(C)C)C(C)(C)c2ccccc21	108*	-329	+	24*	-558	3.0	-19	29*	-46
C/C(=N\Nc1ccccc1)c1c(O)n(C)c(=O)n(C)c1=O	60	4	-2	0.3	2	-1.8	5	1.3	0
CCOC(=O)C1C(=O)NC2(C)CC1c1cc(OC)ccc1O2 (configuration not stated)	-11	1	-6	0.1	0	1.0	-29	0.9	6
CC(C)(C)NC(=S)N1CCn2cccc2C1c1cccnc1 (configuration not stated)	17	5	-3	1.8	2	-0.9	4	0.8	-16
COC(=O)C1=C(N)Oc2c(c(=O)oc3ccccc23)C1c1cccnc1 (configuration not stated)	6	4	-7	3.3	-28	-2.9	-4	1.1	6
COc1ccccc1N1CCN(Cc2cccc(OC)c2O)CC1	20	10	-2	0.7	-20	-1.2	5	0.4	16
CCN1C(=O)C(=C2C=C(C)OC(C)=C2)C(=O)N(CC)C1=S	24	11	6	1.0	4	1.1	-17	1.0	18
C=CP(=O)(O)c1ccccc1	-8	-5	-5	3.0	-8	0.3	-11	1.7	16
Cc1cc(/C=C2\C(=O)NC(=O)N(c3ccc(Cl)cc3)C2=O)c(C)n1-c1sc2c(c1C#N)CCCC2	-22	11	5	1.6	3	-1.0	-10	0.4	15
CCC12CN3CC(CC)(CN(C1)C3c1cccnc1)C2=O (configuration not stated)	-6	1	-3	-0.3	-1	0.6	-5	0.1	20
c1ccc(C2OCCN3CCCCC23)cc1 (configuration not stated)	-40	-1	-6	0.6	0	241*	2	0.4	2
CCc1ccc(CN2CCN(C(=O)Cc3ccccc3)CC2)cc1	56	1	-2	6.2	7	1.4	-22	2.2	-36
CCc1sc(C(=O)N2CCC3(CC2)OCCO3)cc1Br	0	-5	2	2.5	-4	-0.2	4	0.6	-18
CC1=CC(=C2C(=O)NC(=S)NC2=O)C=C(C(F)(F)F)N1Cc1ccccc1	4	7	10	0.3	-5	0.6	-2	0.0	-33
CCOC(=O)c1c(C)[nH]c(C(=O)C(C)N2CCCC2)c1C (configuration not stated)	13	-13	-1	0.3	6	0.7	-12	0.6	-7
C=CCN1C(=O)NC(=O)/C(=C\c2ccc(-c3ccccc3[N+](=O)[O-])o2)C1=O	105*	-3	9	0.2	-1	0.5	-26	0.1	-86
C=C(C)CN1CC[C@]23c4c5ccc(O)c4O[C@H]2c2[nH]c4ccccc4c2C[C@@]3(O)C1C5	21	77	-13	-0.9	71	0.3	5	0.5	.

Filtered by structure, the compounds so far with sulfur.
mol	CHOP inh	NPY2 pot ag	NPY-Y1 antag	zfTRPN1 agonist	NPY1 pot ag	S1P4 agonist	S1P4 antagonist	TRPML3 agonist	EP2 mod
Cc1ccc(S(=O)(=O)NC(Cc2cnc[nH]2)C(=O)O)cc1 (configuration not stated)	23	14	4	0.4	35	1.1	-21	0.8	22
Cc1ccnc(-n2c(C)cc(C=C3C(=O)N(C)C(=S)N(C)C3=O)c2C)c1	8	-9	-11	1.3	9	-0.9	-11	0.5	-20
CC(C)(C)NC(=S)N1CCn2cccc2C1c1cccnc1 (configuration not stated)	17	5	-3	1.8	2	-0.9	4	0.8	-16
CCN1C(=O)C(=C2C=C(C)OC(C)=C2)C(=O)N(CC)C1=S	24	11	6	1.0	4	1.1	-17	1.0	18
Cc1cc(/C=C2\C(=O)NC(=O)N(c3ccc(Cl)cc3)C2=O)c(C)n1-c1sc2c(c1C#N)CCCC2	-22	11	5	1.6	3	-1.0	-10	0.4	15
CCc1sc(C(=O)N2CCC3(CC2)OCCO3)cc1Br	0	-5	2	2.5	-4	-0.2	4	0.6	-18
CC1=CC(=C2C(=O)NC(=S)NC2=O)C=C(C(F)(F)F)N1Cc1ccccc1	4	7	10	0.3	-5	0.6	-2	0.0	-33

Next part.
mol	CHOP inh	NPY2 pot ag	NPY-Y1 antag	zfTRPN1 agonist	NPY1 pot ag	S1P4 agonist	S1P4 antagonist	TRPML3 agonist	EP2 mod
CCN(CC)c1ccc(C=C2C(=O)NC(=S)NC2=O)cc1	-11	-21	.	1.4	-10	0.5	5	0.3	-28
O=c1[nH]c(=S)n(Cc2ccc(F)cc2)c(O)c1C=NCCCn1ccnc1	12	3	.	0.6	5	1.4	-11	-0.7	-6
COc1ccc(-c2nn(CCC#N)cc2C(=O)O)cc1	-15	1	-2	-0.5	13	-1.0	-3	1.1	1
CCNc1ccc(P(=S)(N(C)C)N(C)C)cc1	16	10	3	-0.7	3	-1.4	-16	0.4	-23
CCC1(CC)C(=O)NC(=NCCc2c[nH]c3ccccc23)NC1=O	-7	-6	0	0.3	-15	-1.3	1	-1.0	25
CN1CCN(c2ccc(NC(=O)C(C)(C)C)cc2)CC1	-5	16	8	1.2	20	0.9	-13	0.5	-3&26
O=[N+]([O-])c1cc(S(=O)(=O)c2ccc(O)c([N+](=O)[O-])c2)ccc1O	18	-8	7	0.3	-5	1.2	-16	0.6	20
CCc1n[nH]c(CCN)n1	13	-2	.	-0.3	-1	-0.2	5	0.7	-13
Cc1nn(Cc2ccccc2Cl)c(Cl)c1C(=O)OC(C(=O)NC(N)=O)C(C)C (configuration not stated)	32	14	-2	-0.6	49*	-0.2	-1	0.8	4
C[C@]12CCC(=O)C(O)=C1CC[C@@H]1[C@@H]2CC[C@]2(C)C(=O)CC[C@@H]12	-5	20	2	-0.4	4	-0.6	-10	0.2	12
Cc1cccc(N2C(=O)NC(=O)/C(=C\c3cccn3-c3ccc(Cl)cc3)C2=O)c1	35	7	-3	2.0	-6	-2.3	5	0.5	-52
O=c1c2ccccc2[nH]c(=S)n1-c1ccc2c(c1)OCCO2	-6	19	.	1.6	-2	-0.2	6	0.3	-35
COc1ccc(N=C(C)c2c(O)n(C)c(=O)n(C)c2=O)c(OC)c1	21	-6	3	0.5	-6	2.5	-16	0.6	10
CN1CCC(N(C)Cc2cccnc2)CC1	21	8	0	-0.2	-17	-2.3	-4	0.5	-1
O=C(CN1CCCC1)Nc1ccc(Cl)cc1C(=O)c1ccccc1	42	0	3	-1.1	0	0.2	12	-0.2	32
CCOC(=O)c1sc(/N=C/c2c(O)n(-c3ccccc3)c(=O)[nH]c2=O)c(C#N)c1C	27	5	5	-1.6	4	13*	12	0.0	2
O=C1CN=C(c2ccccc2)c2oc3ccc(Br)cc3c2N1	41	-1	-1	0.4	-11	0.6	-14	0.2	-4
CNCC(O)c1ccc(O)cc1 (configuration not stated)	-3&-3	14	2	1.4	3	3.1	-46	0.4	20&2
CCOP(=O)(OCC)C(NC(=O)CC(C)C)C(Cl)(Cl)Cl (configuration not stated)	71*	1	4	-0.1	-15	1.5	-7	0.5	-8

Single records, as listed above:
`CN1/C(=C\C=C\C2=[N+](C)c3ccc4ccccc4c3C2(C)C)C(C)(C)c2ccccc21` in the list: CHOP inh = 108*; NPY2 pot ag = -329; NPY-Y1 antag = +; zfTRPN1 agonist = 24*; NPY1 pot ag = -558; S1P4 agonist = 3.0; S1P4 antagonist = -19; TRPML3 agonist = 29*; EP2 mod = -46
`C[C@]12CCC(=O)C(O)=C1CC[C@@H]1[C@@H]2CC[C@]2(C)C(=O)CC[C@@H]12` in the list: CHOP inh = -5; NPY2 pot ag = 20; NPY-Y1 antag = 2; zfTRPN1 agonist = -0.4; NPY1 pot ag = 4; S1P4 agonist = -0.6; S1P4 antagonist = -10; TRPML3 agonist = 0.2; EP2 mod = 12

This is a subset; rates above refer to the full screens.
